PLK1 kinase inh – blocks human PLK1 kinase activity; P53350; recombinant PLK1 kinase, TR-FRET peptide phosphorylation; inhibition, % at 10 µM; actives 0.53% (n = 97,000); AID 619;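 active = inhibition of 50% or more in the single-concentration screen; inactive = inhibition below 50%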;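 also: 0% = DMSO max control and 100% = H-89 dihydrochloride min control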
CD11b adhes inh – blocks human CD11b/CD18 adhesion to fibrinogen. K562 CD11b/CD18 adhesion to fibrinogen, ATPlite luminescence; Mn2+ added to activate the integrin. inhibition, % at 10 µM. actives 0.54% (n = 93,000). AID 1497;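 active = primary inhibition of 50% or more at 10 µM, then 40% or more on retest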; also: some results filed as inactive read as strong as hits
Plk1 PBD FP – inhibitors of human Plk1 polo box domain binding; actives 0.13% (n = 97,000); inhibition, %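 (tested at about 20 µM)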; P53350; Plk1 PBD phosphopeptide binding, fluorescence polarization; in the data active = inhibition above about 34%, passing the limit was not always enough
ERb coact inh – ER-beta (human) coactivator binding inhibition; Q92731; TR-FRET ER-beta LBD / SRC1-Cy5 peptide binding; receptor agonist-loaded with 1 µM estradiol; inhibition, % at 25.6 µM; actives 1.3% (n = 86,000);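 active = compounds whose percent inhibition of the receptor-coactivator binding signal exceeds about 50% in the single-dose screen, limit read from the data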;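 also: 0% = receptor plus peptide wells without compound and 100% = peptide-only wells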
Target sequence (Q92731 whole entry, looked up, the tested form may be a part): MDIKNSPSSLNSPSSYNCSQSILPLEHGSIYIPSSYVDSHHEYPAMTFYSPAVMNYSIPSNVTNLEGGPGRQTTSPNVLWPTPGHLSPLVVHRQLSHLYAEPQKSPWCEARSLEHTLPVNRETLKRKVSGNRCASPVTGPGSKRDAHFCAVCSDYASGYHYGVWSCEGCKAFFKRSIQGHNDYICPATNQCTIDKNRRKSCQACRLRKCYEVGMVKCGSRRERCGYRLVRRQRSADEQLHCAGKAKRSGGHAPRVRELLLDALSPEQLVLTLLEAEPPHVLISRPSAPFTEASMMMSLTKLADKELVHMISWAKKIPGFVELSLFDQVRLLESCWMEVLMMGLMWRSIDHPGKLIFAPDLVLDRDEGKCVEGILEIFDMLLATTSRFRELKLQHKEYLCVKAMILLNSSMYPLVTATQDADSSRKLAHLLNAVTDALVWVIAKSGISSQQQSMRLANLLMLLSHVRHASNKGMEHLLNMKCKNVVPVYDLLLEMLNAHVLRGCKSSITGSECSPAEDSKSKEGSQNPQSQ
ERa coact pot – ER-alpha (human) coactivator binding potentiation; AID 639; TR-FRET ERalpha-LBD/SRC-Cy5 coactivator binding, 2 h; 100 = basal binding, no effect; P03372; coactivator binding (% of control), % at 25.6 µM; actives 1.3% (n = 86,000); in the data active = activity above about 200%;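 also: binding measured in presence of low estradiol as agonist stimulus; 0% = peptide alone without receptor and 100% = receptor with peptide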
HIV Rev-RRE inh – HIV Rev-RRE protein-RNA interaction inhibition; inhibition, % at 8 µM; Rev peptide-RRE RNA binding, FRET; actives 0.79% (n = 97,000); P05866;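 active = inhibition above the screen-wide mean plus 3 SD, cut at about 35% in these data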;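 also: 0% = median DMSO wells and 100% = median Neomycin B control wells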
Target sequence (P05866 whole entry, looked up): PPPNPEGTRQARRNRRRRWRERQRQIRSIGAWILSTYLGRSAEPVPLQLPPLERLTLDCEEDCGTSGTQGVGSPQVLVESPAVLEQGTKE
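Test system – labelled RRE RNA duplex and labelled Rev peptide · Reagent – labelled Rev peptide · Doses – one concentration, 8 µM nominal · Incubation – 5 + 15 min at 25 °C · Signal – FRET fluorescence readout · Read-out basis – % inhibition of FRET ratio versus controls · Control set – DMSO wells as 0% and neomycin B wells as 100% inhibition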
ERa coact inh – blocks coactivator binding to human estrogen receptor alpha; P03372; TR-FRET ER-alpha LBD / SRC-1 peptide, estradiol-bound; inhibition, % at 25.6 µM; actives 1.7% (n = 86,000); in the data active = inhibition above about 50%;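 also: 0% = receptor plus peptide control and 100% = peptide only without receptor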
FAK inh – blocks human focal adhesion kinase activity; Q05397; biochemical FAK kinase activity assay; inhibition, %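 (tested at 7 µM)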; actives 0.84% (n = 97,000); AID 727; in the data active = inhibition above about 19%;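 also: 0% = DMSO and 100% = reference compound high control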
Mac1 fbg enh – enhancers of human CD11b/CD18 binding to fibrinogen | P05107+P11215 | K562 CD11b/CD18 adhesion to fibrinogen, ATPlite luminescence | activation, % at 10 µM | actives 0.07% (n = 93,000) | AID 1499;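 active = 10 µM primary screen giving 50% or more activity, confirmed by 40% or more on retest at that dose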; also: strong numbers were not always called active
An asterisk follows results filed as active; [ ] = remark or other dose.

Results for CC(C)n1nnnc1SCC(=O)N1CCN(C(=O)c2ccco2)CC1 ?
PLK1 kinase inh: -2; CD11b adhes inh: -22; Plk1 PBD FP: 25; ERb coact inh: -11; ERa coact pot: 101; HIV Rev-RRE inh: 9; ERa coact inh: -8; FAK inh: -1; Mac1 fbg enh: 0

What do the screens show for `COc1ccc(C(=O)NCCSCc2ccc(C)cc2)cc1`?
PLK1 kinase inh: -6; Plk1 PBD FP: -3; HIV Rev-RRE inh: 4; FAK inh: 3

Results for CC(=O)c1ccc(NS(=O)(=O)c2ccc(C)cc2)cc1 ?
PLK1 kinase inh: -4; CD11b adhes inh: -4; Plk1 PBD FP: 9; HIV Rev-RRE inh: 3; FAK inh: -3; Mac1 fbg enh: -1

Results for Cc1cc(NS(=O)(=O)c2ccccc2)c(C)c(Cl)c1O ?
CD11b adhes inh: 79; ERb coact inh: -5; ERa coact pot: 109; ERa coact inh: -4; Mac1 fbg enh: -2

What do the screens show for `CC1CCc2nn(CC(=O)NCc3ccc4c(c3)OCO4)cc2C1` (stereo not drawn)?
CD11b adhes inh: -26; ERb coact inh: -1[fluorescence artefact?]; ERa coact pot: 90; ERa coact inh: 6; Mac1 fbg enh: 0

What do the screens show for `CCC1Oc2ccc(C)cc2N(CC(=O)NCCN2C(C)CCCC2C)C1=O` (stereo not drawn)?
CD11b adhes inh: 2; ERb coact inh: 3; ERa coact pot: 113[fluorescence artefact?]; ERa coact inh: -5; Mac1 fbg enh: -1

Results for CC(C(=O)NCc1ccccn1)N1C(=O)c2ccccc2C1=O (stereo not drawn) ?
PLK1 kinase inh: -16; CD11b adhes inh: -9; Plk1 PBD FP: 6; HIV Rev-RRE inh: 4; FAK inh: -1; Mac1 fbg enh: 3

What do the screens show for `CCN(CC)S(=O)(=O)c1ccc2c(c1)nc(SCC(=O)N1CCCCCC1)n2-c1ccc(OC)cc1`?
PLK1 kinase inh: -9; CD11b adhes inh: -5; Plk1 PBD FP: -5; HIV Rev-RRE inh: 4; FAK inh: 1; Mac1 fbg enh: 2

Results for CCCn1c(SCCc2ccccc2)nc2c1c(=O)[nH]c(=O)n2C ?
CD11b adhes inh: -10; ERb coact inh: 3; ERa coact pot: 96; ERa coact inh: 2; Mac1 fbg enh: -3

How did Cn1c(SCc2nnc(-c3ccccc3Br)o2)nc2sc3c(c2c1=O)CCC3 do in these assays?
CD11b adhes inh: 20; ERb coact inh: 24; ERa coact pot: 147[fluorescence artefact?]; ERa coact inh: -14[fluorescence artefact?]; Mac1 fbg enh: 5

How did COc1ccccc1C1/C(=C(/O)c2ccc(OC(C)C)cc2)C(=O)C(=O)N1c1cc(C)on1 (stereo not drawn) do in these assays?
PLK1 kinase inh: -23; CD11b adhes inh: 7; Plk1 PBD FP: 4; ERb coact inh: 0[fluorescence artefact?]; ERa coact pot: 124; HIV Rev-RRE inh: -4; ERa coact inh: 6[fluorescence artefact?]; FAK inh: -4; Mac1 fbg enh: 1

Results for Cc1ccc(C(=O)N/C(=C/c2ccc(-c3cc(C(F)(F)F)ccc3Cl)o2)C(=O)NCc2cccnc2)cc1 ?
PLK1 kinase inh: -3; CD11b adhes inh: 5; Plk1 PBD FP: 13; HIV Rev-RRE inh: 1; FAK inh: -2; Mac1 fbg enh: 34

How did O=C(COC(=O)c1cccnc1Cl)c1ccccc1 do in these assays?
PLK1 kinase inh: -10; Plk1 PBD FP: 17; ERb coact inh: -6; ERa coact pot: 100; HIV Rev-RRE inh: 2; ERa coact inh: 0; FAK inh: -2

What do the screens show for `C=CCc1cccc2cc(C(=O)NCc3ccc(C(=O)OCC)o3)c(=O)oc12`?
PLK1 kinase inh: 2; CD11b adhes inh: 3; Plk1 PBD FP: 1; ERb coact inh: 9[fluorescence artefact?]; ERa coact pot: 90; HIV Rev-RRE inh: 10; ERa coact inh: 8[fluorescence artefact?]; FAK inh: 2; Mac1 fbg enh: -3

Results for Cc1nc(SCC(=O)c2ccccc2)c([N+](=O)[O-])[nH]1 ?
PLK1 kinase inh: -7; CD11b adhes inh: 3; Plk1 PBD FP: -15; HIV Rev-RRE inh: 0; FAK inh: -1; Mac1 fbg enh: 2

Part of the list above in order of SMILES length, smallest number first:
Results for CC(=O)c1ccc(NS(=O)(=O)c2ccc(C)cc2)cc1 ?
PLK1 kinase inh: -4; CD11b adhes inh: -4; Plk1 PBD FP: 9; HIV Rev-RRE inh: 3; FAK inh: -3; Mac1 fbg enh: -1

How did COc1ccccc1C1/C(=C(/O)c2ccc(OC(C)C)cc2)C(=O)C(=O)N1c1cc(C)on1 (stereo not drawn) do in these assays?
PLK1 kinase inh: -23; CD11b adhes inh: 7; Plk1 PBD FP: 4; ERb coact inh: 0[fluorescence artefact?]; ERa coact pot: 124; HIV Rev-RRE inh: -4; ERa coact inh: 6[fluorescence artefact?]; FAK inh: -4; Mac1 fbg enh: 1

What do the screens show for `CCN(CC)S(=O)(=O)c1ccc2c(c1)nc(SCC(=O)N1CCCCCC1)n2-c1ccc(OC)cc1`?
PLK1 kinase inh: -9; CD11b adhes inh: -5; Plk1 PBD FP: -5; HIV Rev-RRE inh: 4; FAK inh: 1; Mac1 fbg enh: 2

Continuation.
What do the screens show for `O=C1NC(=O)C(CC(=O)N(c2ccccc2)C2(C(=O)NC3CCCC3)CCCCC2)N1` (stereo not drawn)?
PLK1 kinase inh: -8; CD11b adhes inh: 4; Plk1 PBD FP: 1; ERb coact inh: -4; ERa coact pot: 119; HIV Rev-RRE inh: -2; ERa coact inh: -7; FAK inh: 1; Mac1 fbg enh: 0

Results for CSc1nc(N)nc(SCC(=O)c2ccc(C)cc2)c1C#N ?
PLK1 kinase inh: -10; CD11b adhes inh: 9; Plk1 PBD FP: 10; ERb coact inh: -7[fluorescence artefact?]; ERa coact pot: 120; HIV Rev-RRE inh: 5; ERa coact inh: 0; FAK inh: 0; Mac1 fbg enh: 3

Results for COc1cccc(S(=O)(=O)Nc2ccc(C(=O)NCc3ccco3)cc2)c1 ?
PLK1 kinase inh: -6; CD11b adhes inh: -12; Plk1 PBD FP: 15; ERb coact inh: 2; ERa coact pot: 125; HIV Rev-RRE inh: -2; ERa coact inh: 1; FAK inh: -13; Mac1 fbg enh: -1

Results for O=C(CSc1nc(-c2cccs2)cc(C(F)(F)F)n1)NCc1ccccc1 ?
PLK1 kinase inh: 0; CD11b adhes inh: -1; Plk1 PBD FP: 1; ERb coact inh: -5; ERa coact pot: 107; HIV Rev-RRE inh: 6; ERa coact inh: 5; FAK inh: 1; Mac1 fbg enh: -2

What do the screens show for `CC1CCCN(Cc2nc3c(c(=O)n(C)c(=O)n3C)n2CCc2ccccc2)C1` (stereo not drawn)?
PLK1 kinase inh: -9; CD11b adhes inh: -24; Plk1 PBD FP: 31; ERb coact inh: -4; ERa coact pot: 118; HIV Rev-RRE inh: -1; ERa coact inh: 6; FAK inh: -8; Mac1 fbg enh: 2

What do the screens show for `CCOc1cc(C2CC(=O)NC3=C2C(=O)C(C(=O)OC)C(C)C3)cc(Br)c1O` (stereo not drawn)?
PLK1 kinase inh: -10; Plk1 PBD FP: 6; ERb coact inh: -6; ERa coact pot: 107; HIV Rev-RRE inh: 2; ERa coact inh: -1; FAK inh: 1

Results for Cc1nnc(SCC(=O)Nc2ccc(Oc3ccccc3)cc2)n1N ?
CD11b adhes inh: -4; ERb coact inh: 1[fluorescence artefact?]; ERa coact pot: 97; ERa coact inh: 0; Mac1 fbg enh: 0

What do the screens show for `CC(C)NC(=O)Cc1ccc(Br)cc1`?
PLK1 kinase inh: -9; CD11b adhes inh: -8; Plk1 PBD FP: -5; ERb coact inh: -19; ERa coact pot: 103; HIV Rev-RRE inh: 4; ERa coact inh: -17; FAK inh: 3; Mac1 fbg enh: -1

How did COc1c2c(nc3occc13)C(CC=C(C)C)(OC)C(O)CC2 (stereo not drawn) do in these assays?
PLK1 kinase inh: -16; Plk1 PBD FP: -4; ERb coact inh: -7; ERa coact pot: 94; HIV Rev-RRE inh: -3; ERa coact inh: -10; FAK inh: 0

Results for CCN1C(=O)/C(=C/N2CC(C)CC(C)C2)SC1=S (stereo not drawn) ?
PLK1 kinase inh: -12; CD11b adhes inh: 14; Plk1 PBD FP: -6; ERb coact inh: 4[fluorescence artefact?]; ERa coact pot: 101; HIV Rev-RRE inh: 4; ERa coact inh: -9; FAK inh: -8; Mac1 fbg enh: -3

How did COc1ccccc1NC(=O)CCNC(=O)Cn1ccc2ccccc2c1=O do in these assays?
PLK1 kinase inh: -10; CD11b adhes inh: 6; Plk1 PBD FP: -12; ERb coact inh: 7[fluorescence artefact?]; ERa coact pot: 97; HIV Rev-RRE inh: 3; ERa coact inh: 1[fluorescence artefact?]; FAK inh: -5; Mac1 fbg enh: -6

Results for Nc1nc2nonc2nc1N1CCCCC1 ?
PLK1 kinase inh: -8; CD11b adhes inh: -2; Plk1 PBD FP: -11; ERb coact inh: 11[fluorescence artefact?]; ERa coact pot: 98; HIV Rev-RRE inh: 11; ERa coact inh: 8[fluorescence artefact?]; FAK inh: -1; Mac1 fbg enh: 0

What do the screens show for `CCC(=O)Nc1ccc(C(=O)CSc2nnc(CNc3ccc(Cl)cc3)o2)cc1OC`?
PLK1 kinase inh: -14; CD11b adhes inh: -5; Plk1 PBD FP: 26; ERb coact inh: 32; ERa coact pot: 89[fluorescence artefact?]; HIV Rev-RRE inh: 9; ERa coact inh: 19; FAK inh: -4; Mac1 fbg enh: -4

Results for [O-]C1=N/[N+](=C/c2ccc(Cl)cc2)CC1 ?
PLK1 kinase inh: 5; CD11b adhes inh: 14; Plk1 PBD FP: 15; ERb coact inh: 0; ERa coact pot: 114; HIV Rev-RRE inh: 2; ERa coact inh: -2; FAK inh: -3; Mac1 fbg enh: -2

Results for Cc1ccc(N2C(=O)C(CN(C)C)C2c2ccccc2)cc1 (stereo not drawn) ?
PLK1 kinase inh: -5; CD11b adhes inh: -17; Plk1 PBD FP: -30; HIV Rev-RRE inh: 3; FAK inh: 0; Mac1 fbg enh: 3

Results for CC(=O)Nc1ccc(S(=O)(=O)N2CCN(c3cc(C)ccc3C)CC2)cc1 ?
CD11b adhes inh: 18; ERb coact inh: -1; ERa coact pot: 90; ERa coact inh: -1; Mac1 fbg enh: 3

Results for Cc1onc(-c2ccccc2Cl)c1C(=O)N1CCc2ccccc2C1 ?
PLK1 kinase inh: -9; CD11b adhes inh: 2; Plk1 PBD FP: -1; ERb coact inh: -6; ERa coact pot: 107; HIV Rev-RRE inh: 6; ERa coact inh: 13; FAK inh: -1; Mac1 fbg enh: -4

What do the screens show for `CN(C)/N=C/C=C1\CC/C(=C\c2ccc(Br)cc2)C1=O`?
PLK1 kinase inh: -14; CD11b adhes inh: -9; Plk1 PBD FP: -20; ERb coact inh: 4; ERa coact pot: 108[fluorescence artefact?]; HIV Rev-RRE inh: 72*; ERa coact inh: 8; FAK inh: 1; Mac1 fbg enh: 2

Structures above that have fluorine, in the order listed:
Results for Cc1ccc(C(=O)N/C(=C/c2ccc(-c3cc(C(F)(F)F)ccc3Cl)o2)C(=O)NCc2cccnc2)cc1 ?
PLK1 kinase inh: -3; CD11b adhes inh: 5; Plk1 PBD FP: 13; HIV Rev-RRE inh: 1; FAK inh: -2; Mac1 fbg enh: 34

Results for O=C(CSc1nc(-c2cccs2)cc(C(F)(F)F)n1)NCc1ccccc1 ?
PLK1 kinase inh: 0; CD11b adhes inh: -1; Plk1 PBD FP: 1; ERb coact inh: -5; ERa coact pot: 107; HIV Rev-RRE inh: 6; ERa coact inh: 5; FAK inh: 1; Mac1 fbg enh: -2

An unsorted share of the library (roughly 4.7% active in at least one column).
